# Myeloid diff 2 – compounds promoting myeloid differentiation; actives 1% (n = 360,000); ER-HoxA9 myeloid progenitors, lysozyme-GFP differentiation, flow cytometry; calls only at 10 µM; AID 624256;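 active means normalized GFP-positive differentiation at or above the plate's own cutoff, the solvent-only control mean plus 3 SD; inconclusive means no clear call, values can overlap the other calls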;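 further: cells exposed to compound for four days before flow analysis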
# Myeloid diff 2 GFP+ MAC1+ % – recorded beside Myeloid diff 2, whose call it bears; GFP+ MAC1+ double positive, %; measured here: differentiation confirmed by MAC1 staining
# Starred values were filed as active, the others as inactive; i = inactive; ? = inconclusive; nt = not tested or not shown. These rows are one share of the data; rates above refer to the full screens.
SMILES,Myeloid diff 2,Myeloid diff 2 GFP+ MAC1+ %
COc1ccc(OCc2nnc(SC(C)C(=O)Nc3ccc(N4CCOCC4)cc3)n2C)cc1 (configuration not stated),i,0.4
COc1cc(C(=O)OCC(=O)NCC2CCCO2)cc(OC)c1OC (configuration not stated),i,0.3
COc1ccc(NC(=O)Nc2ccc3c(c2)C(=O)N([C@H](C)CO)C[C@H](C)[C@@H](CN(C)C(=O)NC2CCCCC2)O3)cc1,i,0.9
O=C(C[C@H]1C/C=C\C[C@H](Cc2ccc(F)cc2)C(=O)O[C@@H](c2ccccc2)CNC1=O)NCCO,i,1.6
CN(C(=O)COc1ccc(Cl)cc1)C1(C)CCS(=O)(=O)C1 (configuration not stated),i,0.9
Cc1ccc([C@H]2C[C@@H](n3cc(C4CC4)nn3)[C@H](O)CN2C(=O)c2cccs2)cc1,i,0.6
O=C(c1cccnc1)N(Cc1ccccc1)C(c1ccccc1)c1nc2ccccc2[nH]1 (configuration not stated),i,1.1
COC(=O)[C@@]1(Sc2ccc(C)cc2)CC(=O)N(c2ccc3c(ccn3C)c2)[C@@H]1c1ccccc1,i,0.8
COc1ccc(Cl)cc1N(CC(=O)NCc1ccccn1)S(=O)(=O)c1ccc(C)cc1,i,0.8
Cc1ccc2c(c1)S(=O)(=O)c1ccc3ccccc3c1N2,i,0.4
CCC1CCc2sc(C(=O)NCC(c3ccc(OC)cc3)N3CCOCC3)cc2C1 (configuration not stated),i,0.6
CCOc1ccc(NC(=O)C2CC(=O)N(CCc3ccc(OC)c(OC)c3)C2)cc1OCC (configuration not stated),i,1.2
CCc1ccc(N2CC(C(=O)NCC(C)(C)N3CCOCC3)CC2=O)cc1 (configuration not stated),i,0.5
CC(C)(C)c1ccc(CC(=O)N2CCC2(C)C(=O)NS(=O)(=O)c2cccc(C#N)c2)cc1 (configuration not stated),i,0.9
CCCCNC(=O)COC(=O)c1c2c(nc3ccccc13)/C(=C\c1cccs1)CC2,i,0.7
O=C(Nc1ccc(Cl)c(C(F)(F)F)c1)C1Cc2c(-c3ccc4c(c3)OCO4)ccnc2O1 (configuration not stated),i,0.6
Cc1noc(C)c1COc1ccccc1C(=O)NNC(=O)c1ccc(F)cc1,i,0.3
Cc1ccc(OCC(=O)Nc2cc(Cl)ccc2-n2cncn2)c(C)c1,i,1.1
C=CCNc1oc(-c2cccc(F)c2)nc1C#N,i,1.1
O=C(CSC1=NS(=O)(=O)c2ccccc2N1)NCCc1ccccc1,i,1.1
O=C(Cc1c(F)cccc1Cl)Nc1ccccc1C(=O)N1CCCCC1,i,0.6
CC(C)CN(C(=O)c1ccc(N2CCCC2=O)cc1)C1CCS(=O)(=O)C1 (configuration not stated),i,0.1
COc1ccccc1-c1ccc2c(c1)C(C)(Cc1ccccc1C#N)C(=O)N2 (configuration not stated),i,1.0
COc1cccc(CN(CCC(=O)O)Cc2cccc(OC)c2)c1,i,0.9
FC(F)(F)c1cccc(-c2cc3nc(NCCCn4ccnc4)ccn3n2)c1,i,0.9
O=C(NC(c1ccccc1)c1cnccn1)C1CCN(CCOc2ccc(Cl)cc2Cl)CC1 (configuration not stated),i,0.5
CN(C(=O)CSc1nc2scc(-c3ccccc3)c2c(=O)[nH]1)c1ccccc1,i,1.8
CCOC(=O)c1ccc(S(=O)(=O)N2CCC(C(=O)N3CCN(c4ccccc4OC)CC3)CC2)cc1,i,1.0
O=C(CCC1CCCCC1)Nc1cc(Cl)ccc1N1CCOCC1,i,0.8
CCN(CC)c1ncnc2c1ncn2[C@H]1CN(Cc2ccco2)C[C@@H](CO)O1,i,1.1
O=C(CSc1nc2[nH]ncc2c(=O)[nH]1)Nc1cccc([N+](=O)[O-])c1,i,0.5
O=C(CCc1c[nH]c2ccccc12)N1CCN(S(=O)(=O)c2ccccc2)CC1,i,0.7
CC1(C(=O)NS(=O)(=O)c2ccc(C#N)cc2)CCN1C(=O)Cc1ccccc1Cl (configuration not stated),i,0.9
ON=C1c2ccccc2-c2cc(Br)ccc21,i,0.8
CN1CCN(C(=O)C[C@H]2CC[C@H]3[C@@H](COC[C@@H](O)CN3C(=O)C3CCCC3)O2)CC1,i,1.2
COCCCNC(=O)[C@@H](Cc1ccccc1)NC(=O)CC[C@H]1O[C@@H](n2ccc(=O)[nH]c2=O)[C@H](O)[C@@H]1O,i,0.4
CCc1nc2c(OCc3ccccc3)cccn2c1N(C)C(=O)c1ccco1,i,1.6
O=C(COC(=O)c1ccccc1-n1cnnn1)c1ccc(F)c(F)c1,i,1.2
C=CCN(CC(=O)Nc1cccnc1)S(=O)(=O)c1ccc(Cl)cc1,i,0.7
C=CCn1nc(C(=O)N2CCOCC2)cc1-c1sc(NC(=O)c2ccccc2)nc1C,i,1.0
COc1ccc(C)cc1N1CC(C(=O)Nc2ccccc2N2CCCCC2)CC1=O (configuration not stated),i,0.8
CCN(CC)S(=O)(=O)c1ccc(N=Nc2cc(C)cc(Br)c2O)cc1,i,0.5
COc1ccccc1N1CCN(S(=O)(=O)CCNC(=O)C2CCCCC2)CC1,i,1.0
O=c1[nH][nH]c2c1[C@H](c1ccc(Cl)cc1)O[C@H](C1CCCC1)C2,i,0.7
CN(C)C(=O)CCc1ccc2c3c([nH]c2c1)[C@]1(CCc2ccccc2)[C@@H](C(=O)N2CCCCC2)C[C@H](CC(=O)NC(C)(C)C)C(=O)N1CC3,i,0.3
CN(C)CCCNc1oc(-c2ccccc2Cl)nc1S(=O)(=O)c1ccccc1,i,0.4
Cc1ccc(C(=O)c2c3ccccc3[n+]([O-])n2CCO)cc1,i,1.3
Cc1nnc(SCC(=O)NCC2CCCO2)n1Cc1ccccc1 (configuration not stated),i,0.7
CC(C)(C)CN1C(N)=NC[C@@H]1c1ccccc1,i,1.7
O=C(Nc1cccc(C(F)(F)F)c1)C1=CC=CN2CCS(=O)(=O)N=C12,i,0.8
CCCCn1c(N)c(N(CCC(C)C)C(=O)C2CC(=O)N(CCc3ccc(OC)c(OC)c3)C2)c(=O)[nH]c1=O (configuration not stated),i,0.4
CCOC(=O)Cc1csc(NC(=O)c2cccc(Cl)c2)n1,i,0.3
O=C(NCCCl)Nc1ncn[nH]1,i,1.2
O=S1(=O)CC(N2CCN(CC3CC3)CC2)CN1C1CCCC1 (configuration not stated),i,1.2
O=C(COC(=O)Cc1n[nH]c(=O)c2ccccc12)NNC(=O)c1ccc(Br)cc1,i,1.6
COc1ccc(CNC(=O)CN2C(=O)NC(c3ccccc3)(c3ccccc3)C2=O)cc1,i,1.1
Cc1noc(NS(=O)(=O)c2ccc(NC(=O)c3ccc(Cl)c(S(=O)(=O)N(C)c4ccccc4)c3)cc2)c1C,i,0.5
CC(OC(=O)C1CCN(S(=O)(=O)c2ccc(F)cc2)CC1)C(=O)NC1CCCCC1C (configuration not stated),i,1.0
CC(OC(=O)c1cccc(S(=O)(=O)N2CCOCC2)c1)C(=O)NCC1CCCCC1 (configuration not stated),i,2.8
CCCn1c(SCC(=O)Nc2ccc(F)c(Cl)c2)nc(O)cc1=O,i,0.5

# (further entries)
SMILES,Myeloid diff 2,Myeloid diff 2 GFP+ MAC1+ %
CC(C)n1nnnc1SCC(=O)N(C)C1CCS(=O)(=O)C1 (configuration not stated),i,2.1
Cc1ccc(C(=O)Nc2ccc(N3CCOCC3)cc2)cc1S(=O)(=O)N1CCCCC1,i,0.6
CCc1ccc(N2CC(C(=O)NNC(=O)c3ccc(F)cc3)CC2=O)cc1 (configuration not stated),i,0.6
CC(=O)Nc1cc(-c2ccccc2)cn2c(-c3ccc(F)c(Cl)c3)cnc12,i,2.3
CC(OC(=O)[C@@H](NC(=O)c1ccco1)C(C)C)C(=O)Nc1ncc(Cl)cc1Cl (some centres not stated),i,0.4
O=C(O)c1ccc(-c2noc(-c3ccccc3Cl)n2)cc1,i,1.3
COC(=O)[C@]1(Cc2ccccc2)N[C@H](c2ccc(-c3cccc(Cl)c3)c(OC)c2)[C@@H]2C(=O)N(C)C(=O)[C@@H]21,i,0.0
CSc1ccccc1C(=O)N1CCC2(CC1)CC(=O)c1ccccc1O2,i,0.7
COc1cccc(C(C)(O)c2nc(-c3cccs3)cs2)c1 (configuration not stated),i,0.6
COc1ccc(C2=Nc3ccccc3NC(=O)C2N(Cc2ccccc2)C(=O)C2=NNC(=O)CC2)cc1 (configuration not stated),i,1.0
CCN(CC(=O)Nc1ccc(NC(C)=O)cc1)C(=O)c1c(C)nn(Cc2ccc(C)cc2)c1Cl,i,1.2
CC1(C(=O)NS(=O)(=O)c2cccc(C#N)c2)CCN1C(=O)CC1CC1 (configuration not stated),i,0.9

# Some of these compounds in order of formula weight, rising.
SMILES,Myeloid diff 2,Myeloid diff 2 GFP+ MAC1+ %
O=C(O)c1ccc(-c2noc(-c3ccccc3Cl)n2)cc1,i,1.3
COc1cccc(C(C)(O)c2nc(-c3cccs3)cs2)c1 (configuration not stated),i,0.6
CC1(C(=O)NS(=O)(=O)c2cccc(C#N)c2)CCN1C(=O)CC1CC1 (configuration not stated),i,0.9
CSc1ccccc1C(=O)N1CCC2(CC1)CC(=O)c1ccccc1O2,i,0.7
CCc1ccc(N2CC(C(=O)NNC(=O)c3ccc(F)cc3)CC2=O)cc1 (configuration not stated),i,0.6
CCCn1c(SCC(=O)Nc2ccc(F)c(Cl)c2)nc(O)cc1=O,i,0.5
CC(=O)Nc1cc(-c2ccccc2)cn2c(-c3ccc(F)c(Cl)c3)cnc12,i,2.3
CC(OC(=O)[C@@H](NC(=O)c1ccco1)C(C)C)C(=O)Nc1ncc(Cl)cc1Cl (some centres not stated),i,0.4
CC(OC(=O)c1cccc(S(=O)(=O)N2CCOCC2)c1)C(=O)NCC1CCCCC1 (configuration not stated),i,2.8
Cc1ccc(C(=O)Nc2ccc(N3CCOCC3)cc2)cc1S(=O)(=O)N1CCCCC1,i,0.6
CC(OC(=O)C1CCN(S(=O)(=O)c2ccc(F)cc2)CC1)C(=O)NC1CCCCC1C (configuration not stated),i,1.0
COc1ccc(C2=Nc3ccccc3NC(=O)C2N(Cc2ccccc2)C(=O)C2=NNC(=O)CC2)cc1 (configuration not stated),i,1.0
COC(=O)[C@]1(Cc2ccccc2)N[C@H](c2ccc(-c3cccc(Cl)c3)c(OC)c2)[C@@H]2C(=O)N(C)C(=O)[C@@H]21,i,0.0

# Carrying on:
SMILES,Myeloid diff 2,Myeloid diff 2 GFP+ MAC1+ %
COc1ccc(C(=O)NCCS(=O)(=O)NC2CCCC2)cc1,i,0.6
CCOC(=O)c1cc(N2CCCCC2)nc2ccccc12,i,0.9
CCN(C(=O)COC(=O)CCc1ccccc1OC)c1c(N)n(Cc2ccccc2)c(=O)[nH]c1=O,i,1.3
C#CCOCCOCCOCCNc1nc(N2CCN(C(=O)CCCCCCCCCCNC(=O)Cn3cc(C[C@@H](C)O)nn3)CC2)nc(N2CCN(C(=O)CCCCCCCCCCNC(=O)[C@H](CCCCN)n3cc(CCCC(=O)O)nn3)CC2)n1,i,1.3
O=[N+]([O-])c1cccc(C=NN=Cc2ccccc2O)c1,i,1.0
COc1ccccc1CCC(=O)Nc1ccc2c(c1)c(=O)n(C)n2Cc1cccc(C(F)(F)F)c1,i,2.5
Cn1nnnc1SCC(=O)Nc1ccc(Br)cc1Br,i,0.6
Cc1cccc(C(=O)N[C@H](C(=O)Nc2ccc(C)c(S(=O)(=O)N3CCOCC3)c2)C(C)C)c1,i,0.9
O=CNc1cc(-c2ccc(C(=O)NC3CC3)cc2)cn2c(-c3ccc(F)c(Cl)c3)cnc12,i,0.8
O=C(O)c1n[nH]c2c1CC(C1CCCCC1)CC2 (configuration not stated),i,0.6
Cc1ccnc(NC(=O)CNC(=O)COc2ccccc2)c1,i,0.5
CCCCn1c(N)c(N(CCC(C)C)C(=O)c2[nH]c(C)c(C(=O)OCC)c2C)c(=O)[nH]c1=O,i,0.7
O=C(CCNS(=O)(=O)c1ccccc1C(F)(F)F)NCC(c1ccco1)N1CCCCC1 (configuration not stated),i,0.5
CC(C)NC(=O)C1(C)Cc2c(-c3cccc(C(N)=O)c3)ccnc2O1 (configuration not stated),i,0.8
CCc1ccccc1NC(=O)CN(C)C(=O)c1cccc(S(=O)(=O)N2CCCCCC2)c1,i,0.4
N#CC1(Nc2ccc(-c3ccc(NC4(C#N)CCCC4)cc3)cc2)CCCC1,i,1.2
O=C(CCC1CCN(C(=O)C2CC=CCC2)CC1)Nc1ccccc1 (configuration not stated),i,1.1
CC(=N)c1c(O)cc(C)oc1=O,i,1.9
COc1ccc(C(=O)OCC(=O)N2CCOCC2)cc1S(=O)(=O)N1CCOCC1,i,0.9
Cc1nc(SCc2nc3ccccc3[nH]2)c2oc3cc([N+](=O)[O-])ccc3c2n1,i,0.8
CCCN(CC(=O)Nc1ccccc1C)C(=O)c1ccc(-c2ccc(C(C)=O)cc2)o1,i,0.6
COc1ccc(CCC(=O)N2CCN(S(=O)(=O)c3ccc(OC)c([N+](=O)[O-])c3)CC2)cc1,i,1.2
O=C(O)c1cccc2c1C(=O)N(c1ccc3c(c1)Cc1ccccc1-3)C2=O,i,0.5
Cc1ccc(S(=O)(=O)N2CC3(O)CN(C(=O)OC(C)C)N(C(=O)OC(C)C)CC3(OC(=O)NCc3ccco3)C2)cc1 (configuration not stated),i,1.4
Cc1ccc(S(=O)(=O)N2CCN(S(C)(=O)=O)CC2)cc1,i,0.8
N#Cc1ccc(C(=O)OCCCc2cc3ccccc3c(=O)o2)cc1,i,0.5
CC1=CC(=O)Nc2cncnc2N1,i,1.2
COC1(OC)C=CC(=O)C=C1NC(=O)c1ccccc1OC(C)=O,?,nt
CC1(C(=O)NS(=O)(=O)c2ccc(Br)cc2)CCN1C(=O)CC1CCCCC1 (configuration not stated),i,0.8
O=C(COc1ccc(Cl)cc1Cl)NCCN1CCCC1,i,1.8
O=C(CCN1C(=O)c2ccccc2S1(=O)=O)Nc1cc(Cl)ccc1Cl,i,0.5
Cc1ccc(NC(=O)CN2CCN(C(=O)C3CC3)CC2)c(F)c1,i,0.9
Cc1ccc(C(=O)OCCOc2cccc(Cl)c2)cc1S(=O)(=O)N1CCOCC1,i,0.8

# From PubChem BioAssay
